D1 antagonist: Antagonist of Human D 1 Dopamine Receptor: qHTS. 3.2% of 360,000 active. AID 504652, 2011. HEK293 TREx D1 cells, calcium flux, dopamine EC80; stronger effect = lower value. activity change, negative = inhibition, % at 10 µM. D(1A) dopamine receptor (Homo sapiens), P21728; in the data active means activity change below about -30%; further: on the % scale 0 is the no-effect control and ±100 the full control effect
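Tetracycline-induced HEK293 Trex D1 cells, force-coupled to calcium, dye-loaded; compounds added and read 180 s, then EC80 dopamine added and calcium flux tracked kinetically another 180 s.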
D1 agonist: Allosteric Agonists of the Human D1 Dopamine Receptor: qHTS. D(1A) dopamine receptor (Homo sapiens), P21728. HEK293 T-REx D1 cells, calcium flux, agonist mode. activation, % at 2 µM. 1% of 360,000 active; in the data active means activation above about 30%; further: 0% is about no effect
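Inducible HEK293 T-REx D1 cells, force-coupled to calcium signalling, were plated at 4000 cells/well with tetracycline and held overnight at 30 C. After no-wash calcium dye loading, compound-evoked calcium rise over 180 s flagged agonists.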
Vif-A3F inh: qHTS for Inhibitors of Vif-A3F Interactions: qHTS; HeLa A3F-eYFP + Vif (tagged APOBEC3F with the HIV-1 protein that degrades it), YFP fluorescence increase; Potency, µM (series often up to 46.1 µM), without a hit: at the highest dose activity, negative = active; 0.2% of 390,000 active; further: potency means the concentration at half of the fitted maximal effect; % of control where 0% means no effect; nearly all actives have a fitted effect of over 65% in size
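Fluorescence increase (Ex 488/Em 500-530) after overnight compound treatment at 37 deg C flags inhibition of Vif-driven A3F-eYFP loss in stable HeLa A3F-eYFP/Vif cells seeded overnight beforehand.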
D2 potentiator: HTS Assay for Positive Allosteric Modulators of the Human D2 Dopamine Receptor: Primary Screen for Potentiators | 0.34% of 340,000 active | D(2) dopamine receptor (Homo sapiens), P14416 | potentiation, % at 10 µM | HEK293 T-REx D2, calcium flux, EC20 dopamine potentiation | AID 485347, 2010;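 active means potentiation over 3 SD above the plate norm, cut at about 30% in these data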; further: 0% is about no effect
Target sequence (P14416 whole entry, looked up): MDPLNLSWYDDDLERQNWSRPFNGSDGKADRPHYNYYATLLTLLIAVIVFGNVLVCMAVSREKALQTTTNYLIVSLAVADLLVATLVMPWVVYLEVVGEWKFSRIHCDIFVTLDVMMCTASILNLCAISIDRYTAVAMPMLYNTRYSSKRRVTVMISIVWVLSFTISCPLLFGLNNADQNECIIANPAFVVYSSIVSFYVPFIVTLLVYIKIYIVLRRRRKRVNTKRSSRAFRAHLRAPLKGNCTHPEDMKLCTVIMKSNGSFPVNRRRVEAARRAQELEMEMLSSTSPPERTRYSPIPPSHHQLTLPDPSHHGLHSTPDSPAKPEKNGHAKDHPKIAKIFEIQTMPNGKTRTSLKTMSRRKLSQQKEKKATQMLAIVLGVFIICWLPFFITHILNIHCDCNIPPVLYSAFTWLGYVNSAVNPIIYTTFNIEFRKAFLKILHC
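Cells plated with tetracycline inducer and held overnight at 30 C; calcium dye loaded 30–90 min at room temperature; baseline taken, compound added and read 180 s; EC20 dopamine then added and read 180 s.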
D1 PAM: Potentiators of Human D1 Dopamine Receptor: qHTS; 0.036% of 360,000 active; AID 504651, 2011; potentiation, % at 10 µM; D(1A) dopamine receptor (Homo sapiens), P21728; HEK293 TREx D1 cells, calcium flux, dopamine EC20 potentiation; in the data active means potentiation above about 30%; further: 0% is about no effect
LDHA block: qHTS assay for inhibitors of human lactate dehydrogenase. AID 1347041, 2019. 0.15% of 480,000 active. purified LDHA, NADH/diaphorase-resazurin fluorescence; stronger effect = lower value. activity change, % (values are at about 110 or 230 µM); in the data active means activity change below about -30%; inconclusive means mostly about -25% to -30%;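 further: plate controls were DMSO wells for no effect and wells without enzyme for full effect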
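LDH5 2 nM; NADH 0.06 mM, pyruvate 0.2 mM; 200 mM Tris pH 7.4, EDTA, Tween-20; 5 min RT. Detection: diaphorase 0.133 mg/mL + resazurin 37 µM, fluorescence ex540/em590 at 0 and 20 min; normalized to enzyme-free and DMSO wells.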
RXFP1 ag: qHTS Assay for Agonists of the Relaxin Receptor RXFP1; Relaxin receptor 1 (Homo sapiens), Q9HBX9; HEK293T-RXFP1 cAMP TR-FRET, 30 min; response scale: percent of porcine relaxin response, buffer zero; Potency, µM (doses to about 57.5 µM), for inactives: top-dose activation, most hits filed as activators; 0.3% of 370,000 active; AID 2676, 2010; further: potency means the concentration at half of the fitted maximal effect; on the % scale 0 is the no-effect control and ±100 the full control effect; nearly all actives have a fitted effect of over 60% in size; many of its hits are not listed in these tables
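Agonist response is measured as cAMP accumulation in an RXFP1-transfected HEK293T line under PDE4 inhibition. Values are scaled between buffer-only and 29 nM porcine relaxin, and EC50s come from standard Hill equation fits.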
Vif-APOBEC3G blk: qHTS for Inhibitors of Vif-A3G Interactions: qHTS | HeLa A3G-eYFP + Vif (tagged APOBEC3G with the HIV-1 protein that degrades it), YFP fluorescence, overnight | Potency, µM (series often up to 46.1 µM), inactives show at the top dose activity, negative = active, hits mostly inhibitors | 0.076% of 410,000 active | AID 602310, 2012;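 further: potency means the concentration at half of the fitted maximal effect; on the % scale 0 is the no-effect control and ±100 the full control effect; nearly all actives have a fitted effect of over 60% in size; hits raise eYFP signal because A3G escapes Vif-driven loss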
Target sequence (Q9HC16 whole entry, looked up): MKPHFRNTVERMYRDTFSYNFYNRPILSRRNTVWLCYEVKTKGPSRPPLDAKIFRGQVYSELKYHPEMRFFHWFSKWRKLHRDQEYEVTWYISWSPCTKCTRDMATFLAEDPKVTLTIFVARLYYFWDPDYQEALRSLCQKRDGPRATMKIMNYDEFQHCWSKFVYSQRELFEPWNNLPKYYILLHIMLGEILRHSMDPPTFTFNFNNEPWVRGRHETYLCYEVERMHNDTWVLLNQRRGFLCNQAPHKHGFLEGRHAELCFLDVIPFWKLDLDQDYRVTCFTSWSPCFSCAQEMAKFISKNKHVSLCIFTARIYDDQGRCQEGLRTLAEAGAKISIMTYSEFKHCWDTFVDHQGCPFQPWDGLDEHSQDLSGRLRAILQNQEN
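Read-out is eYFP fluorescence (Ex 488/Em 500-530) from Vif-expressing HeLa A3G-eYFP cells; more signal means A3G escaped Vif-mediated degradation. Cells plated overnight, compound pinned in, incubated overnight at 37 deg C.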
GRP78 ERSR act: qHTS for Inducers of the Endoplasmic Reticulum Stress Response (ERSR) in Human Glioma: qHTS; 0.02% of 420,000 active; AID 602332, 2012; U87-MG GRP78 promoter luciferase reporter, 16 h; Potency, µM, inactives show at the highest dose activation, actives largely listed as activators; further: potency means the concentration at half of the fitted maximal effect; series mostly up to about 76 µM; % of control where 0% means no effect; nearly all actives have a fitted effect of over 35% in size
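Stably transfected U87-MG glioma cells carrying a GRP78-based luciferase sensor; 16 h compound incubation. Luminescence end-point read 10 min after Bright-Glo addition at room temperature.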
Active calls of the source: *; ? = inconclusive; nt = not tested or not shown; & = joins results of further samples. Unless noted, the call rests on the fitted dose curve; in most records, active means well fitted curve in the direction sought with a large enough effect; inconclusive means small, poorly fitted or top-dose-only effect, or another doubt; inactive means no such curve, though single readings can be large; an effect the other way counts as inactive or inconclusive.

SMILES	D1 antagonist	D1 agonist	Vif-A3F inh	D2 potentiator	D1 PAM	LDHA block	RXFP1 ag	Vif-APOBEC3G blk	GRP78 ERSR act
COC(=O)Cc1nnc(NC(=O)c2ccccc2)s1	-6	2	1%	0	-1	-4	-0.1%	1%	-2%
CCN=C1S/C(=C\c2cn(C(C)=O)nc2-c2ccccc2)C(=O)N1CC	-17	-2	-6%	-15	6	2	1.2%	0%	-6%
O=C(NCCc1ccccc1)c1nc(-c2ccc(Cl)cc2)n2c1CCCCC2	2	5	-14%	5	-3	-8	-2.1%	-4%	-2%
CCOc1nc(OCC)c2cnn(C)c2n1	16	0	4%	6	-6	-4	7.9%	4%	-5%
O=C(Nc1ccc(S(=O)(=O)Nc2cnc3ccccc3n2)cc1)c1cccc(OC(F)F)c1	-5	3	-2%	-1	-5	-2&1	1.4%	-6%	-4%
CCOc1ccc(OCCC(=O)N2CCN(S(=O)(=O)c3cccc(F)c3)CC2)cc1	-18	20	5%	-4	-4	-1	-0.5%	0%	-3%
CCCN1CCN(CCCNC(=O)c2c(C)nn(-c3ccc(F)cc3)c2-n2cccc2)CC1	4	0	-3%	-3	0	-6	2.2%	-7%	-1%
CCOc1ccc(C(=O)NCc2ccc3c(c2)CCN3C(=O)c2ccc(Cl)cc2)cc1	-3	-1	-1%	-11	-1	3	-0.4%	4%	-1%
Cc1ccc(NC(=O)c2cnc(SCC(=O)NCC3CCCO3)n(C)c2=O)cc1 (stereo not given)	0	5	-6%	-7	-2	-4	4.0%	-5%	-3%
CCCCNC(=O)c1cc(-c2ccc(F)cc2)on1	-5	1	-7%	-11	-3	-5	2.0%	1%	?
COc1ccc(N2CCN(CCCNC(=O)CN3C(=O)COc4ccccc43)CC2)cc1	-10	3	-2%	-6	-7	1	1.3%	4%	-3%
CC1(C)c2cc(Cl)ccc2-n2c1cc(O)c(-c1ccccc1)c2=O	-1	1	-49%	-2	-7	0	6.7%	-7%	2%
CCOc1ccccc1NS(=O)(=O)c1ccc2c(c1)n(C)c(=O)c(=O)n2C	-5	2	1%	16	6	-1	10.0%	0%	-3%
O=C(c1ccccc1)N1CCN(CCc2ccncc2)CC1	-1	4	-2%	-21	2	-3	-0.8%	-2%	-2%
O=[N+]([O-])c1ccc(CSc2nnc3ccccn23)cc1	-8	2	1%	1	-1	-1	17%	3%	-5%
OC1CNCc2cc3c(cc21)OCCO3 (stereo not given)	-4	0	nt	12	-4	nt	0.6%	nt	nt
CSc1nc(N)nc(SCC(=O)OC(C)C)c1C#N	13	1	-3%	-4	-2	25	2.0%	2%	0%
C#CC[N+](CC)(CC)CC#Cc1cccc(Cl)c1	-17	1	5%	-7	-3	-5	0.1%	0%	-7%
Nc1[nH]n2c(=O)cc(-c3ccccc3)nc2c1N=Nc1ccccc1	-38*	2	0%	-2	-15	-2	-0.9%	0%	8%
CCN=C(NCC)SC1CC(=O)N(c2cccc(OCC)c2)C1=O (stereo not given)	-23	2	1%	nt	-7	-1	1.5%	-9%	-4%
COC(=O)CSc1ncnc2c1cnn2Cc1ccccc1	36	42*	-1%	7	-3	-10	6.7%	5%	-4%
Cn1c(=O)n(C)c2cc([N+](=O)[O-])c(N3CCN(C(=O)c4ccc(Cl)cc4)CC3)cc21	-57*	2	-3%	-5	-1	3	2.0%	0%	0%
CCOC(=O)CNC(=O)CN1CCC(c2nc3ccccc3[nH]2)CC1	4	2	-7%	-6	7	-7	-2.2%	2%	-4%
Cc1cccc(/C=C2\Sc3ccc(C(=O)N4CCOCC4)cc3N(C)C2=O)c1	-9	5	-5%	6	5	-4	3.0%	0%	1%
CCCN(CC(=O)Nc1ccccc1C)C(=O)CCCc1c[nH]c2ccccc12	-1	6	-4%	8	nt	-1	1.7%	-5%	0%
CC(=O)Nc1ccc(-c2csc(NC(=O)CC(NC(C)=O)c3ccccc3)n2)cc1 (stereo not given)	12	-1	3%	36*	-2	-8	1.5%	-2%	-3%
CCOc1ccccc1N/C=C(\C#N)c1nc2ccccc2n1C	nt	0	0%	-9	0	-1	-0.7%	1%	-2%
CCCc1c(O)nc(SCCN(CCC)CCC)[nH]c1=O	0	5	-22%	-6	-6	-14	0.1%	2%	-1%
Cc1ccc(C(C(=O)NCc2ccccc2)N(C(=O)c2ccccn2)c2ccccc2)o1 (stereo not given)	7	4	6%	18	-6	-8	0.8%	0%	-2%
Cc1ccc(OCc2cc(C(=O)N(C)C3CCCc4ccccc43)no2)cc1C (stereo not given)	nt	nt	-12%	nt	nt	1	nt	1%	5%
CCCOc1ccccc1/C=C(\C#N)C(=O)Nc1cccc(C)n1	4	8	12%	8	-6	-5	3.3%	0%	7%
Cc1ccc(C(=O)N2CCC3(CC2)NCCc2[nH]cnc23)cc1	-12	3	-4%	0	6	5	1.0%	-2%	-7%
O=C(NNC(=O)c1ccc2nc[nH]c2c1)c1ccccc1	-12	4	0%	6	-3	1	-0.7%	-1%	-1%
NS(=O)(=O)c1ccc(NC(=S)NC(=O)c2ccc(-c3ccccc3)cc2)cc1	-11	4	-3%	15	-8	-4	-2.4%	-8%	-3%
COC(=O)C1CSC(C(=O)OC)N1C(=O)CN1CCN(c2ccccc2)CC1 (stereo not given)	9	4	8%	nt	-5	5	1.9%	3%	4%
CC(NC(=O)c1cccc(Br)c1)c1ccccc1 (stereo not given)	9	0	6%	-2	-8	-7	0.3%	2%	-2%
Cc1cc(=O)n(-c2ccc(O)cc2)[nH]1	2	4	8%	13	-2	-4	1.5%	0%	1%
O=C(CSc1nnc2c(n1)[nH]c1ccc(F)cc12)OCc1ccccc1	-11	11	-2%	2	-6	0	-0.6%	1%	3%
CC1(C)Cc2c(C#N)c(N3CCN(C(=O)c4ccco4)CC3)nc(Cc3ccccc3)c2CO1	6	5	-8%	4	-1	-7	3.3%	0%	-5%
CC(C)C(=O)Nc1c(-c2ccccc2)c(=O)c2ccccc2n1C	-26	3	-5%	-5	3	-10	6.0%	1%	3%

Compound profiles (already shown):
COC(=O)C1CSC(C(=O)OC)N1C(=O)CN1CCN(c2ccccc2)CC1 (stereo not given) is listed as D1 antagonist: 9; D1 agonist: 4; Vif-A3F inh: 8%; D2 potentiator: nt; D1 PAM: -5; LDHA block: 5; RXFP1 ag: 1.9%; Vif-APOBEC3G blk: 3%; GRP78 ERSR act: 4%
O=C(CSc1nnc2c(n1)[nH]c1ccc(F)cc12)OCc1ccccc1 is listed as D1 antagonist: -11; D1 agonist: 11; Vif-A3F inh: -2%; D2 potentiator: 2; D1 PAM: -6; LDHA block: 0; RXFP1 ag: -0.6%; Vif-APOBEC3G blk: 1%; GRP78 ERSR act: 3%

Next section:
SMILES	D1 antagonist	D1 agonist	Vif-A3F inh	D2 potentiator	D1 PAM	LDHA block	RXFP1 ag	Vif-APOBEC3G blk	GRP78 ERSR act
COc1ccc(Br)cc1C(=O)Nc1cc(C)cc(C)c1	2	1	2%	1	-2	-9	2.0%	-2%	-2%
NNc1nc(NCc2ccccc2)nc(N2CCOCC2)n1	5	0	-13%	nt	2	-4	0.3%	-1%	-3%
CCc1cc(=O)oc2cc(C)cc(OC(C)C(=O)O)c12 (stereo not given)	6	0	-12%	13	1	0&7	5.4%	-1%	-4%
COc1ccc(CNC(=O)CSc2nnc(C)c(=O)[nH]2)cc1	4	1	5%	-3	-3	-3	-1.0%	0%	-2%
COc1ccc(C2=NS(=O)(=O)N(C)C(C(=O)NC(C)c3ccccc3)=C2)cc1OC (stereo not given)	-19&1	1&4	-9%&0%	2&5	1&-2	-3&-8	3.4%&-1.4%	0%&2%	0%&-4%
CCOc1ccc(CCNC(=O)CSc2nc3ccccc3nc2Cc2ccc(C)cc2)cc1OCC	-7	5	-2%	21	-1	-6	14µM*	-1%	-1%
CC1(NC(=O)c2cc(-c3cccs3)nn2-c2ccccc2)CCS(=O)(=O)C1 (stereo not given)	-21	4	-6%	4	2	-5	0.6%	0%	-4%
CCNC(=O)C(Cc1ccccc1)NC(=O)OCc1ccccc1 (stereo not given)	11	1	-1%	-4	-2	-5	-0.9%	0%	0%
O=C(CSc1nc2ccc(Nc3nc(N4CCOCC4)nc(N4CCOCC4)n3)cc2s1)N1CCOCC1	12	-1	4%	10	1	-2	-1.1%	-1%	-3%
COc1ccccc1-c1nnc(NC(=O)C2=COCCO2)o1	4	2	-1%	-3	2	10	-2.1%	-1%	0%
c1ccc(CSc2cc3ccccc3[nH]2)cc1	nt	nt	13%	nt	nt	6	nt	-12%	5%
COc1ccccc1NC(=O)CSc1nnc(Cn2c(=O)sc3ccccc32)n1C	6	1	-5%	-5	-4	0	-0.2%	-1%	-4%
Cc1ccc(N2C(=O)C(NC(=O)c3ccccc3)(C(F)(F)F)C3=C2CC(C)(C)CC3=O)cc1 (stereo not given)	44	1	7%	-1	3	-1	-1.3%	0%	-4%
COc1ccc2ccccc2c1CN1CCCC(CO)C1 (stereo not given)	-15	2	-4%	-8	-4	-7	-1.4%	0%	-5%
CC(Sc1nc2ncc(Cl)cc2[nH]1)C(=O)c1c(N)n(C)c(=O)n(C)c1=O (stereo not given)	8	4	4%	19	-6	-9	2.9%	2%	-3%
CCc1cccc(CC)c1NC(=O)c1cc(S(=O)(=O)N2CCc3ccccc32)cn1C	3	1	-4%	3	-2	-9	-1.2%	1%	-3%
Cc1c(OCC(=O)N2CCC(C(=O)O)CC2)ccc2c3c(c(=O)oc12)CCCC3	7	1	-1%	11	-2	-3	6.9%	-1%	-1%
O=C(c1ccccc1)c1ccc(CN2C(=O)c3ccccc3C2=O)o1	11	-1	1%	nt	-2	0	1.6%	1%	-1%

Screening results as filed in PubChem.

An excerpt. The share of hits here may be higher or lower than overall.
